# Screening data from PubChem BioAssay.
# Giardia FBPA inh – qHTS Assay for Inhibitors of Fructose-1,6-bisphosphate Aldolase from Giardia Lamblia. A8B2U2. purified Giardia FBPA. AID 2451, 2010. actives 0.71% (n = 290,000). Potency, µM (titrated, usually from 59.6 µM), inactives show top-dose activity, negative = inhibition, actives largely listed as inhibitors; also: potency is read from the fitted curve at half-maximal effect; % is scaled to controls: 0 for no effect and ±100 for the full control effect; nearly all actives have a fitted effect of over 55% in size
# Target sequence (A8B2U2 whole entry, looked up): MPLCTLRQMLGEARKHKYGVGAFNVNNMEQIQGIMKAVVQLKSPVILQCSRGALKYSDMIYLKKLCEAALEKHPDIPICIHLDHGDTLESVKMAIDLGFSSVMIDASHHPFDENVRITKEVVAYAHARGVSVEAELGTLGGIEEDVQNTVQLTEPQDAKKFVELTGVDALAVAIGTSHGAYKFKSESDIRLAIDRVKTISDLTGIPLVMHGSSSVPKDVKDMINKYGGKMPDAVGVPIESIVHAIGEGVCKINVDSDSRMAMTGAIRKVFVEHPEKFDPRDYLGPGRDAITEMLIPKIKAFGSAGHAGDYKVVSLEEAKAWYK
#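 Giardia FBPA (40 nM reagent) was preincubated 10 min at RT with compound (up to 57.5 uM final), then substrate plus GAPDH/TPI/NAD/arsenate coupling system with diaphorase/resazurin was added; resorufin fluorescence (525/598 nm) was read after 20 min.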
# Pf growth 48h – Primary qHTS for delayed death inhibitors of the malarial parasite plastid, 48 hour incubation | Potency, µM (titrated, usually from 28.7 µM), for the others: at the top dose activity change, negative = inhibition, hits mostly inhibitors | AID 504832, 2011 | actives 5.9% (n = 310,000) | P. falciparum luciferase growth in erythrocytes, 48 h; also: potency is read from the fitted curve at half-maximal effect; % is scaled to controls: 0 for no effect and ±100 for the full control effect
#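 Read-out is firefly luciferase luminescence from an integrated reporter in P. falciparum, so falling signal marks reduced parasite growth. Infected erythrocytes were at 2% hematocrit and 0.1% parasitemia (final) in Albumax-supplemented RPMI 1640.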
# Shiga toxin inh – A qHTS for Small Molecule Inhibitors of Shiga Toxin | inhibition, % at 38.7 µM | actives 9.2% (n = 290,000) | Vero cells, Shiga toxin protein synthesis inhibition reporter; in the data active = inhibition mostly above about 28%, no sharp cut-off; inactive = mostly below about 43%; also: 0% is about no effect
# Cycloheximide cs – Cycloheximide Counterscreen for Small Molecule Inhibitors of Shiga Toxin | cell reporter, cycloheximide protein synthesis inhibition counterscreen | max response, % | actives 12% (n = 300,000) | AID 2314, 2010; in the data active = max response mostly above about 13%, no sharp cut-off; inactive = mostly below about 14%; also: read at 38.3 µM for the half of the compounds with a filed dose; 0% is about no effect
# Pf growth 96h – Primary qHTS for delayed death inhibitors of the malarial parasite plastid, 96 hour incubation | P. falciparum luciferase reporter growth, 96 h | Potency, µM (titrated, usually from 28.7 µM), for inactives: top-dose activity change, negative = inhibition, most hits filed as inhibitors | actives 6.9% (n = 320,000) | AID 504834, 2011; also: potency is read from the fitted curve at half-maximal effect; % is scaled to controls: 0 for no effect and ±100 for the full control effect
#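 96 h incubation, 37 C, 5% CO2, of luciferase-reporter P. falciparum-infected RBCs (2% hematocrit, 0.05% parasitemia final) with test compounds; endpoint luminescence.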
# HCV inh – qHTS Assay for Inhibitors of Hepatitis C Virus (HCV). actives 3.4% (n = 340,000). Potency, µM (doses to about 41.8 µM), inactives show top-dose activity change, negative = inhibition, hits mostly inhibitors. Huh7.5.1 HCVcc-Cre infection, luciferase reporter, 44 h; also: potency is read from the fitted curve at half-maximal effect; % is scaled to controls: 0 for no effect and ±100 for the full control effect
#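 Seed cells (1,000/well) for 4 h; treat with compound and infect with HCVcc-Cre, moi about 0.5. Incubate 44 h, then detect luciferase activity.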
# * marks the source's active call; other numbers are inactive results; ? = inconclusive; nt = no result given; & = joins results of further samples; [ ] = another dose, or the depositor's remark. Unless noted, calls follow the shape of the dose curve; as a rule, active = well fitted curve in the direction sought with a large enough effect; inconclusive = small, poorly fitted or top-dose-only effect, or another doubt; inactive = no such curve, though single readings can be large; an effect the other way counts as inactive or inconclusive. No enrichment for hits. Share with any hit: about 24%.
# The opening 6 compounds, to show the layout:
compound | Giardia FBPA inh | Pf growth 48h | Shiga toxin inh | Cycloheximide cs | Pf growth 96h | HCV inh
Cc1scc(C(=O)N/N=C/c2ccc(Cl)s2)c1C | -1% | 106%[activator] | 50* | 47* | 30%[activator] | 4%
CCOC(=O)c1c(NC(=O)CSc2nccn2C)sc(C(=O)NC)c1C | nt | ? | nt | nt | ? | 10µM*
CN(CC(=O)Nc1cccc(F)c1)C(=O)CSc1ccccc1 | nt | ? | nt | nt | 33%[activator] | 10%
Cc1cc(NS(=O)(=O)c2ccc(NC(=O)COc3ccc(Cl)c(C)c3)cc2)no1 | -1% | -14% | 1 | -2 | -3% | 11%
CCc1ccc(CN2CCN(S(=O)(=O)Cc3ccccc3)CC2)cc1 | -12% | 1% | -20 | -5 | 3.3µM* | 18%
O=C(COc1ccccc1)Nc1ccc(N2CCN(C(=O)c3cccs3)CC2)cc1 | 3% | ? | 22 | -2 | 9% | -10%

# Main list, from the start:
compound | Giardia FBPA inh | Pf growth 48h | Shiga toxin inh | Cycloheximide cs | Pf growth 96h | HCV inh
Cc1scc(C(=O)N/N=C/c2ccc(Cl)s2)c1C | -1% | 106%[activator] | 50* | 47* | 30%[activator] | 4%
CCOC(=O)c1c(NC(=O)CSc2nccn2C)sc(C(=O)NC)c1C | nt | ? | nt | nt | ? | 10µM*
CN(CC(=O)Nc1cccc(F)c1)C(=O)CSc1ccccc1 | nt | ? | nt | nt | 33%[activator] | 10%
Cc1cc(NS(=O)(=O)c2ccc(NC(=O)COc3ccc(Cl)c(C)c3)cc2)no1 | -1% | -14% | 1 | -2 | -3% | 11%
CCc1ccc(CN2CCN(S(=O)(=O)Cc3ccccc3)CC2)cc1 | -12% | 1% | -20 | -5 | 3.3µM* | 18%
O=C(COc1ccccc1)Nc1ccc(N2CCN(C(=O)c3cccs3)CC2)cc1 | 3% | ? | 22 | -2 | 9% | -10%
Cc1ccc(N=Cc2ccc[nH]2)c(O)c1 | ? | -147% | 98* | 44* | ? | 4%
O=C(NCC1CCCO1)c1cc2nc(-c3ccco3)cc(C(F)(F)Cl)n2n1 (stereo unspecified) | -15% | -12% | 16 | -4 | 48%[activator] | 20%
Cc1ccccc1N1CCN(Cc2c(C#N)c3ccccc3n2C)CC1 | 3% | 6% | -8 | -3 | ? | ?
O=C(c1ccccc1)N1CCCCC(Cl)C1=O (stereo unspecified) | 8% | -2% | -4 | 2 | 17% | 4%
CN(C)CC/C=C1/c2ccccc2Sc2ccc(Cl)cc21 | -6%&-3% | 10µM* | 2&3 | -6&-4 | ? | 14µM*
CC(C)NS(=O)(=O)c1ccc(OCC(=O)Nc2ccc3c(c2)OCO3)cc1 | 4% | 2% | 37 | -1 | 47%[activator] | ?
O=C(NC(=S)Nc1cc(S(=O)(=O)N2CCOCC2)ccc1N1CCOCC1)c1ccco1 | -20% | 0% | -7 | -2 | ? | 15%
CCN(CC)CCOC(=O)c1ccc(N/C=C(/C#N)c2nc(-c3ccc(OC)c(OC)c3)cs2)cc1 | 0% | ? | -16 | -1 | ? | -8%
O=C1OCCC1Sc1nnc(-c2ccc3c(c2)OCO3)n1-c1ccccc1 (stereo unspecified) | -1% | 8% | -5 | -4 | ? | 13%
CCOC(=O)Cc1csc(N/N=C\c2ccc(N(C)C)cc2)n1 | -12% | 7.4µM* | 64* | 24* | 9.3µM* | -11%
N=C1/C(=C/c2ccco2)C(=O)N=C2SC(CC(=O)N3CCCC3)=NN12 | ? | 27% | -7 | -2 | 8% | 6%
COc1ccc(OC)c(/C(O)=C/C(=O)C(=O)Nc2cc(C)ccc2OC)c1 | -29% | nt | -9 | -2 | ? | -11%
Cc1ccc(O)c(N=Cc2ccc(C)s2)c1 | ? | 48%[activator] | 52* | 37* | 0% | 30%[activator]
Cc1n[nH]c(C)c1S(=O)(=O)N(C)Cc1ccco1 | nt | -13% | nt | nt | -27% | 4%
CC(C)c1ccc(NC(=S)Nc2ccc3cn[nH]c3c2)cc1 | -28% | 65%[activator] | 73* | 22* | 13% | 2%
CNC(=S)NNC(=O)c1sc(-c2cc(C)on2)nc1C | -6% | -20% | 2 | -1 | -17% | 0%
Cc1cccc(N2CCN(S(=O)(=O)c3ccc(-c4coc(C)n4)cc3)CC2C)c1 (stereo unspecified) | 10% | -22% | 12 | 13 | -17% | -15%
O=C(Nc1ccc(NC(=O)C2CCCCC2)nc1)c1cccs1 | 1% | ? | 65* | 35* | 6% | ?
c1ccc(CCNc2ncnc3c2nnn3Cc2ccccc2)cc1 | -3% | ? | -9 | -1 | 30%[activator] | 8%
COc1ccc(NC(=O)COC(=O)CN2C(=O)NC(C)(C)C2=O)cc1 | nt | 44%[activator] | nt | nt | 47%[activator] | 4%
Cc1nc2ccccc2n1S(=O)(=O)N(C)C | 1% | -3% | -16 | -1 | ? | -12%
CCOC(=O)n1ccc(C(=O)Nc2ccccc2F)n1 | -1% | 51%[activator] | 37 | 5 | ? | 11%
CCn1c(C(=O)N2CCC(C(=O)N3CCN(c4ccccn4)CC3)CC2)cc2sccc21 | 3% | ? | -8 | -4 | ? | ?
Cc1onc(-c2ccccc2)c1C(=O)NCc1cccc(Cl)c1 | 6% | 6% | 1 | -3 | 25% | 5%

# Continued:
# Values run as follows: Giardia FBPA inh	Pf growth 48h	Shiga toxin inh	Cycloheximide cs	Pf growth 96h	HCV inh
O=C(CN(C(=O)c1csnn1)c1cccc(C(F)(F)F)c1)NC1CCCC1
→ nt	1%	-13	-2	22%	-11%
Cc1nnc(-c2ccc(Oc3ccc(Br)cc3)c([N+](=O)[O-])c2)o1
→ 1%	-3%	3	-3	47%[activator]	2%
CCOc1cc(OCC)cc(C(=O)Nc2cccnc2)c1
→ 2%	?	18	-5	6%	?
Cc1cc(C)nc(N2CCCC(C(=O)NCc3cccc(C(F)(F)F)c3)C2)n1 (stereo unspecified)
→ 7%	15%	17	-3	131%[activator]	7%
COc1ccccc1CNC(=O)C(=O)NCC1CCCO1 (stereo unspecified)
→ -1%	54%[activator]	62*	24*	5.9µM*	5%
CCN(CC)c1ccc(NC(=O)COC(=O)COc2ccccc2[N+](=O)[O-])cc1
→ -9%	18%	-8	6	31%[activator]	25%
CC(C)CCn1c(N)c(C(=O)NCc2cccs2)c2nc3ccccc3nc21
→ 15%	0.83µM*	3	5	?	14µM*
Cc1ccc(N2CC(C)Cn3c2nc2c3c(=O)[nH]c(=O)n2C)cc1 (stereo unspecified)
→ -1%	-21%	-6	-2	?	-8%
Cc1cccc(N2CCN(C(=O)c3ccc(CS(=O)Cc4ccc(Cl)cc4)o3)CC2)c1C (stereo unspecified)
→ nt	3%	-5	-1	31%[activator]	?
CC1(c2ccccc2)NC(=O)N(CC(=O)Nc2ccc(N3CCOCC3)cc2N2CCOCC2)C1=O (stereo unspecified)
→ nt	11%	nt	nt	5%	6%
CCC(C)C(=O)Nc1nnc(SCC(=O)NC2CCCC2)s1 (stereo unspecified)
→ 2%	?	-5	-5	-2%	12%
COc1ccc(C(=O)Nc2ccc(N3CCN(C)CC3)cc2)cc1[N+](=O)[O-]
→ 1%	2%	11	0	-26%	-33%
O=C(COc1coc(CN2CCN(Cc3ccccc3)CC2)cc1=O)Nc1ccccc1
→ nt	-9%	nt	nt	-20%	?
CC(Sc1nnc(-c2cc3ccccc3o2)n1-c1ccccc1)C(=O)O (stereo unspecified)
→ 13%	?	-4	-4	8%	19%
COc1ccc(SC[C@H](Cc2ccccc2)N2CC[C@@H](O)CCC2=O)cc1
→ nt	0%	nt	nt	-6%	20%
CCOC(=O)C(NC(=O)c1ccccc1)(Nc1cc(C)on1)C(F)(F)F (stereo unspecified)
→ -1%	19%	-8	-1	5.2µM*	-20%
O=C(CCC(=O)c1cccs1)NNC(=O)c1ccc(Cl)cc1
→ nt	-13%	nt	nt	5%	5%
CCC(=O)Nc1c2c(nn1-c1cccc(Cl)c1)CS(=O)(=O)C2
→ 1%	20%	-4	-4	37%[activator]	6%
CCOC(=O)c1cc2sccc2n1CC(=O)Nc1ccc2c(c1)OCCO2
→ 9%	-19%	45	18*	40%[activator]	-10%
O=c1c(-c2ccnn2-c2ccccc2F)cnc2n1CCS2
→ 4%	16%	39	4	nt	2%

# Some values from the list:
# Under Pf growth 48h, CNC(=S)NNC(=O)c1sc(-c2cc(C)on2)nc1C has the entry -20%
# Under HCV inh, Cc1cc(NS(=O)(=O)c2ccc(NC(=O)COc3ccc(Cl)c(C)c3)cc2)no1 has the entry 11%
# Under Pf growth 48h, N=C1/C(=C/c2ccco2)C(=O)N=C2SC(CC(=O)N3CCCC3)=NN12 has the entry 27%
# Under Giardia FBPA inh, O=C(Nc1ccc(NC(=O)C2CCCCC2)nc1)c1cccs1 has the entry 1%
# Under Cycloheximide cs, CCc1ccc(CN2CCN(S(=O)(=O)Cc3ccccc3)CC2)cc1 has the entry -5

# (next part)
# Values run as follows: Giardia FBPA inh	Pf growth 48h	Shiga toxin inh	Cycloheximide cs	Pf growth 96h	HCV inh
O=S(=O)(c1cccc2cccnc12)N1CCOCC1
→ -1%	11%	2	0	nt	22%
Cc1ccc2cc(C=C(C#N)C#N)c(Cl)nc2c1
→ -18%	2%	-16	18	50%[activator]	?
CC(=O)c1ccc(NC(=O)C2CCCC2)cc1
→ -3%	22%	1	9.4*	45%[activator]	7%
O=C(COC(=O)C1CC1)Nc1ccc(Oc2ccccc2)cc1
→ -10%	nt	24	7	18%	?
CC(C)c1csc(CN2CCC(N3CCC(C(=O)N4CCOCC4)CC3)CC2)n1
→ 4%	-8%	17	1	-2%	5%
CCN(Cc1ccccc1)Cc1cc(OC)cc(OC)c1
→ -3%	-4%	-3	-2	11%	13%
O=C(O)c1ccc(CNCc2cccc(Cl)c2)cc1
→ 1%	2%	9	-2	-15%	4%
Cn1c2ccccc2c2cc(C(=O)O)ccc21
→ 5%	nt	-7	-4	-19%	18%
COc1ccc(N/C(C)=C2/C(=O)C(=O)N(CCO)C2c2ccc(Br)cc2)cc1 (stereo unspecified)
→ 5%	?	-4	-2	?	-26%
CCOc1ccccc1NC(=O)CN1CCC(NC(=O)c2ccccc2C)CC1
→ 0%	?	-6	-5	?	?
Cc1ccc2c(N)c(C#N)sc2n1
→ -9%	33%[activator]	39	22*	2%	-8%
COc1cc(=O)n(C)c2c(O)cccc12
→ ?	-6%	-18	-1	1%	19%
COC(=O)C1=C(C)N(Cc2ccccc2)C(=NCc2cc(OC)c(OC)c(OC)c2)N[C@H]1c1ccccc1
→ 6%&-2%	?	-3&-11	-3&-3	?	23%
CC(C)(C)c1ccc(-c2nnc(SCCC#N)n2C2CCCC2)cc1
→ -8%	?	7	-2	nt	?
COc1ccc(OC)c(S(=O)(=O)NC2CC2)c1
→ -6%	nt	-3	-2	25%	14%
O=C(CC1N=C2c3ccccc3N=C(SCc3ccc(Cl)cc3)N2C1=O)NCc1ccco1 (stereo unspecified)
→ -5%	3.3µM*	24	20*	nt	?
Cc1ccc(S(=O)(=O)n2cnc3cc([N+](=O)[O-])ccc32)c(C)c1C
→ 4%	34%[activator]	-5	-4	78%[activator]	18%
Cc1ccc2c(C)c(C(=O)N(C)CCC3CCCCO3)oc2c1C (stereo unspecified)
→ nt	5%	56	18	5%	3%
CCOc1ccccc1OCCC(=O)NNC(=O)Cn1nc(C)cc1C
→ nt	-3%	nt	nt	16%	9%
Cc1ccc(CNC(=O)CN2C(=O)NC(C)(c3ccccc3Cl)C2=O)cc1 (stereo unspecified)
→ -3%	?	-11	-1	?	-10%
CCc1nccn1Cc1cc(C=O)ccc1OC
→ -27%	12%	-12	-4	11%	17%
